Screens as filed in PubChem BioAssay.
TrxR1 substrate – rat thioredoxin reductase 1 substrate activity; AID 588456; 390,000 tested, 0.01% active; Potency, µM (highest dose often 114 µM), inactives show top-dose activity change, negative = substrate turnover; purified TrxR1 substrate turnover, NADPH consumption readout; O89049; also: % is scaled to controls: 0 for no effect and ±100 for the full control effect; nearly all actives have a fitted effect of over 50% in size
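Rat TrxR1, dispensed at 90 nM, was prereduced with 400 uM NADPH (final) for 5 min at ~22 deg C, then incubated with compound 15 min before 400 uM selenite. A first-read NADPH fluorescence drop versus no-compound background flagged substrates.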
mIDH1 inhibitor – inhibitors of human mutant IDH1 R132H; 390,000 tested, 0.093% active; IDH1-R132H enzyme, NADPH consumption, diaphorase/resazurin fluorescence; AID 602179; Potency, µM (doses to about 76.6 µM), for inactives: top-dose activity change, negative = inhibition, most hits filed as inhibitors; O75874; also: % is scaled to controls: 0 for no effect and ±100 for the full control effect; nearly all actives have a fitted effect of over 65% in size
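IDH1-R132H (0.5 ug/mL) preincubated 30 min with compound, then NADPH (0.016 mM) and alpha-KG (2 mM) added; 80 min at RT, pH 7.5. Remaining NADPH coupled via diaphorase/resazurin to fluorescence (540/590 nm); concentration-response curves normalized to no-enzyme control.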
rTrxR1 inhibitor – rat TrxR1 inhibition | recombinant rTrxR1, NADPH fluorescence consumption, selenite substrate | AID 588453 | 390,000 tested, 1% active | Potency, µM (top dose mostly 114 µM), inactives show top-dose activity change, negative = inhibition, hits mostly inhibitors | O89049; also: % is scaled to controls: 0 for no effect and ±100 for the full control effect; nearly all actives have a fitted effect of over 65% in size
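Rat TrxR1 (90 nM in the dispensed reagent) was pre-reduced with 400 uM NADPH for 5 min at room temperature, then incubated with compound for 15 min. After 400 uM selenite was added, NADPH fluorescence (Ex 340/Em 450 nm) was followed for 8 min.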
12-LOX inh – inhibitors of human 12S-lipoxygenase ALOX12; P18054; purified 12hLO, xylenol orange hydroperoxide absorbance; Potency, µM (doses to about 108 µM), for the others: at the top dose activity change, negative = inhibition, usual class: inhibitors; 580,000 tested, 1.1% active; also: % is scaled to controls: 0 for no effect and ±100 for the full control effect
Target sequence (P18054 whole entry, looked up): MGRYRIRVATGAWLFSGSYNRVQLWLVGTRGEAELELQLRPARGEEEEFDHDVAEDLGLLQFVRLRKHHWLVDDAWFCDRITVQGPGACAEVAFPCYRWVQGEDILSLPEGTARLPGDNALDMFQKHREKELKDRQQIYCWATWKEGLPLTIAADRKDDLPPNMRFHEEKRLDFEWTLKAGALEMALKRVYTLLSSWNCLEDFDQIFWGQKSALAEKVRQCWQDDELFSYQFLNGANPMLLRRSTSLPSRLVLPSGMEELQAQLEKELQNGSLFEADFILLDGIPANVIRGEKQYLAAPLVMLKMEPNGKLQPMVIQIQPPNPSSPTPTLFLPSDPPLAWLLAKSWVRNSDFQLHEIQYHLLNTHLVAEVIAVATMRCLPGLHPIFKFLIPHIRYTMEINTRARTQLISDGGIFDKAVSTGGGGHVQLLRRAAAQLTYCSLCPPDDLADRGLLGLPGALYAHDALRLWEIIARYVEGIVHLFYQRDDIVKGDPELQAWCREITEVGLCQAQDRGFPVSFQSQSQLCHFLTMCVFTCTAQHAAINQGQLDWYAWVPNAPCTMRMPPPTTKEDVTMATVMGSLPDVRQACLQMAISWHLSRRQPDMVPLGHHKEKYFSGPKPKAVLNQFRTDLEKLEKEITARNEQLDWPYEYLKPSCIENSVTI
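Hydroperoxide product was detected by ferrous iron/xylenol orange as the 573 to 405 nm absorbance ratio. Arachidonic acid at 40 uM (final) was turned over for 30 min at room temperature by 150 nM human 12hLO, pH 7.0 Hepes buffer, after 15 min compound preincubation.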
Vif-A3F inh – inhibitors of Vif-A3F interaction. AID 602313. HeLa A3F-eYFP + Vif (tagged APOBEC3F with the HIV-1 protein that degrades it), YFP fluorescence increase. 390,000 tested, 0.2% active. Potency, µM (doses to about 46.1 µM), for inactives: at the top dose activity, negative = active; also: % of control where 0% means no effect; nearly all actives have a fitted effect of over 65% in size
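HeLa cells stably expressing Vif plus C-terminally eYFP-tagged A3F were seeded, incubated overnight at 37 deg C, dosed with compound, incubated overnight again at 37 deg C. Yellow fluorescence (Ex 488/Em 500-530) reported blocked Vif-mediated A3F-eYFP degradation.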
RXFP1 agonist – agonists of human relaxin receptor RXFP1 | AID 2676 | Q9HBX9 | Potency, µM (highest dose often 57.5 µM), inactives show at the top dose activation, most hits filed as activators | HEK293T-RXFP1 cAMP TR-FRET, 30 min; response scale: percent of porcine relaxin response, buffer zero | 370,000 tested, 0.3% active; also: % is scaled to controls: 0 for no effect and ±100 for the full control effect; nearly all actives have a fitted effect of over 60% in size; many of its hits are not listed in these tables
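Agonist response is measured as cAMP accumulation in an RXFP1-transfected HEK293T line under PDE4 inhibition. Values are scaled between buffer-only and 29 nM porcine relaxin, and EC50s come from standard Hill equation fits.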
RGS4 inh – blocks human RGS4-accelerated GTP hydrolysis; Transcreener GDP fluorescence polarization, RGS4-accelerated GTP hydrolysis; Potency, µM (series often up to 114 µM), for the others: at the highest dose activity change, negative = inhibition, actives largely listed as inhibitors; 390,000 tested, 0.039% active; also: % is scaled to controls: 0 for no effect and ±100 for the full control effect; nearly all actives have a fitted effect of over 75% in size; some results filed as inactive show a strong effect at the top dose
Target sequence (P49798 whole entry, looked up): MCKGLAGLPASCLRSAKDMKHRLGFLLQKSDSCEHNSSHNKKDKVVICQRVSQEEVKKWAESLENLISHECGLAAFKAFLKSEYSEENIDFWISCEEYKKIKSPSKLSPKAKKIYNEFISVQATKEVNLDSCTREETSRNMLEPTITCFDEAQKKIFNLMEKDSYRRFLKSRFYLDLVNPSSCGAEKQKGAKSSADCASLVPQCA
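MLSMR compounds (23 nl, pin-transferred) preincubated 10 min at room temperature with a 500nM (2x) first reagent, then RGS4 at 900nM (2x) plus Transcreener GDP mix added; fluorescence polarization (620/688 nm) read before and after 90 min at 30 °C.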
Vif-APOBEC3G blk – blocks the Vif interaction with human APOBEC3G; HeLa A3G-eYFP + Vif (tagged APOBEC3G with the HIV-1 protein that degrades it), YFP fluorescence, overnight; Potency, µM (series often up to 46.1 µM), for inactives: at the top dose activity, negative = active, most hits filed as inhibitors; 410,000 tested, 0.076% active;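 also: % is scaled to controls: 0 for no effect and ±100 for the full control effect; nearly all actives have a fitted effect of over 60% in size; hits raise eYFP signal because A3G escapes Vif-driven loss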
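HeLa cells stably expressing Vif and C-terminally eYFP-tagged A3G, seeded overnight at 37 deg C, then exposed to compound by pintool overnight at 37 deg C. Rise in yellow fluorescence (Ex 488/Em 500-530, Acumen) marks blocked Vif-driven A3G degradation.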
USP1 inh – inhibitors of human USP1/UAF1 deubiquitinase; Potency, µM (titrated, usually from 57.1 µM), for the others: top-dose activity change, negative = inhibition, usual class: inhibitors; 390,000 tested, 0.23% active; O94782; recombinant USP1/UAF1, Ub-Rhodamine cleavage fluorescence; also: % is scaled to controls: 0 for no effect and ±100 for the full control effect; nearly all actives have a fitted effect of over 60% in size; inactives centre near -12
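High-throughput fluorogenic screen: 1nM USP1/UAF1 complex, Ub-Rho substrate 150nM final, 50mM HEPES pH 7.8 with 0.5mM EDTA, 0.1 mg/ml BSA, 1mM TCEP and 0.01% Tween-20.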
* marks the source's active call; other numbers are inactive results; i = inactive; ? = inconclusive; nt = not tested or not shown; & = joins results of further samples; [ ] = another dose, or the depositor's remark. Calls follow the shape of the dose curve; as a rule, active = well fitted curve in the direction sought with a large enough effect; inconclusive = small, poorly fitted or top-dose-only effect, or another doubt; inactive = no such curve, though single readings can be large; an effect the other way counts as inactive or inconclusive. Potency is read from the fitted curve at half-maximal effect.

SMILES	TrxR1 substrate	mIDH1 inhibitor	rTrxR1 inhibitor	12-LOX inh	Vif-A3F inh	RXFP1 agonist	RGS4 inh	Vif-APOBEC3G blk	USP1 inh
Cc1ccc(NC(=O)CNC(c2ccccc2)c2ccccc2)c(F)c1	-3.4%	0.4%	20.9%	-20.4%	-6.2%	2.1%	-24.1%	0.6%	-23.4%
COc1ccccc1CC(=O)N1CCN(c2cccc(Cl)c2)CC1	6.4%[2.29 µM]	0.1%	19.1%[57.1 µM]	-14.4%	-2.7%	0.2%	-11.3%	-6.9%	-14.6%
COc1ccc(C(=O)Nc2ccccn2)cc1S(=O)(=O)N1CCOCC1	-3.6%	3.9%	-0.9%	i	5.4%	-2.2%	-3.9%	2.2%	-18.4%
CC[C@@]12C(=O)N(c3cccc(Br)c3)C(=O)N1[C@H](c1ccc(Br)cc1)[C@@H]1C(=O)N(C(C)(C)C)C(=O)[C@@H]12	1.9%[57.1 µM]	2.6%	5.8%	5.9%	6.4%	0.8%	-0.8%	-2.8%	-12.7%
O=C1CC/C=C\C[C@@H](CC(=O)N(CCO)Cc2ccccc2)C(=O)NC[C@@H](c2ccccc2)O1	-10.3%	-5.8%	-4.6%	?	0.7%	nt	5.5%	1.2%	-3.2%
CC(=O)N1CN(C2CCS(=O)(=O)C2)Cc2c1sc1c2CCCC1 (stereo not drawn)	10.5%	7.1%	-37.6%	0.0%	8.5%	-0.5%	17.7%	0.2%	-19.5%
Cc1ccc(NC(=O)Nc2nnc(SCC(=O)Nc3ccc(F)cc3F)s2)cc1	5.3%[57.1 µM]	-1.4%	18.2%[57.1 µM]	-15.1%	1.2%	0.4%	7.4%	-0.1%	19.7%
COc1ccc(CN2C(=O)C(NC(=O)c3ccccc3C)(C(F)(F)F)N=C2c2ccccc2)cc1 (stereo not drawn)	-8.7%	-3.0%	12.1%	-0.2%	-5.3%	3.9%	-22.2%	-2.0%	-25.0%
O=C(NCCc1ccccc1Cl)C1CC(=O)N(C2CCCCC2)C1 (stereo not drawn)	6.0%	0.0%	4.0%	-9.9%	-21.8%	0.3%	-31.4%	-0.1%	-6.5%
Cc1cccc(NC(=O)C2CCCN(c3nnc(-n4c(C)ccc4C)s3)C2)c1C (stereo not drawn)	-6.6%	nt	-27.8%	-11.0%	nt	-2.3%	-6.9%	nt	-24.8%
CC(C)C[C@H]1CNC(=S)N1CC1CCN(CCCC2CCCCC2)CC1	-0.1%	6.6%	10.7%	-16.6%	2.5%	nt	22.2%	2.0%	-11.2%
O=C1Nc2cc(Cl)ccc2Oc2cc(Oc3ccccc3)ccc21	-10.6%[57.1 µM]	-15.5%	-13.2%[57.1 µM]	0.7%	-29.4%	-2.3%	8.7%	-28.5%	-3.4%

In the list so far, three have a Cl atom.
SMILES	TrxR1 substrate	mIDH1 inhibitor	rTrxR1 inhibitor	12-LOX inh	Vif-A3F inh	RXFP1 agonist	RGS4 inh	Vif-APOBEC3G blk	USP1 inh
COc1ccccc1CC(=O)N1CCN(c2cccc(Cl)c2)CC1	6.4%[2.29 µM]	0.1%	19.1%[57.1 µM]	-14.4%	-2.7%	0.2%	-11.3%	-6.9%	-14.6%
O=C(NCCc1ccccc1Cl)C1CC(=O)N(C2CCCCC2)C1 (stereo not drawn)	6.0%	0.0%	4.0%	-9.9%	-21.8%	0.3%	-31.4%	-0.1%	-6.5%
O=C1Nc2cc(Cl)ccc2Oc2cc(Oc3ccccc3)ccc21	-10.6%[57.1 µM]	-15.5%	-13.2%[57.1 µM]	0.7%	-29.4%	-2.3%	8.7%	-28.5%	-3.4%

Full records, quoted from the list. Screens in order: TrxR1 substrate | mIDH1 inhibitor | rTrxR1 inhibitor | 12-LOX inh | Vif-A3F inh | RXFP1 agonist | RGS4 inh | Vif-APOBEC3G blk | USP1 inh
O=C(NCCc1ccccc1Cl)C1CC(=O)N(C2CCCCC2)C1 (stereo not drawn) is entered as 6.0% | 0.0% | 4.0% | -9.9% | -21.8% | 0.3% | -31.4% | -0.1% | -6.5%
Cc1ccc(NC(=O)Nc2nnc(SCC(=O)Nc3ccc(F)cc3F)s2)cc1 is entered as 5.3%[57.1 µM] | -1.4% | 18.2%[57.1 µM] | -15.1% | 1.2% | 0.4% | 7.4% | -0.1% | 19.7%

An excerpt of these results, with bars between the fields.
SMILES | TrxR1 substrate | mIDH1 inhibitor | rTrxR1 inhibitor | 12-LOX inh | Vif-A3F inh | RXFP1 agonist | RGS4 inh | Vif-APOBEC3G blk | USP1 inh
Cc1cccc(NC(=O)C2CCCN(c3nnc(-n4c(C)ccc4C)s3)C2)c1C (stereo not drawn) | -6.6% | nt | -27.8% | -11.0% | nt | -2.3% | -6.9% | nt | -24.8%
Cc1ccc(NC(=O)CNC(c2ccccc2)c2ccccc2)c(F)c1 | -3.4% | 0.4% | 20.9% | -20.4% | -6.2% | 2.1% | -24.1% | 0.6% | -23.4%

(listing goes on)
SMILES	TrxR1 substrate	mIDH1 inhibitor	rTrxR1 inhibitor	12-LOX inh	Vif-A3F inh	RXFP1 agonist	RGS4 inh	Vif-APOBEC3G blk	USP1 inh
Cc1ccc(COC(=O)c2nn(C)c(=O)c3ccccc23)cc1	4.2%[57.1 µM]	7.5%	25.9%[57.1 µM]	-1.8%&-2.0%	1.9%	4.2%	-1.2%	-3.3%	1.4%
O=C(CSc1nnc(Cc2cccs2)n1C1CC1)NC1CCS(=O)(=O)C1 (stereo not drawn)	11.7%	0.5%	28.9%	-5.6%	-10.5%	0.3%	-3.9%	-0.4%	-18.5%
CN1C(=O)c2cccc3c(S(=O)(=O)N(C)C)ccc1c23	49.4%[activator]	-6.9%	14.7%	24.5%	-11.1%	10.6%	-3.1%	-2.2%	-29.9%
N#Cc1ccc(N2CCOCC2)nc1	-7.0%	-5.3%	-0.4%	0.0%	4.3%	-0.2%	-4.1%	0.8%	1.1%
C/C(=N\NC(N)=S)C1C2C3CC4C5CC(C42)C1C53 (stereo not drawn)	-0.1%	0.0%	-6.1%	17.8µM*	?	17.9%	?	0.7%	-14.1%
COc1ccccc1Cn1c(=S)[nH]c2cc(C(=O)NCC3CCCO3)ccc2c1=O (stereo not drawn)	7.5%[57.1 µM]	3.5%	20.4%[57.1 µM]	5.7%	6.7%	3.3%	-24.2%	-1.2%	-2.6%
O=C1CC2c3ccccc3C1C1C(=O)N(CCc3ccccc3)C(=O)C21 (stereo not drawn)	-0.4%	-0.9%	13.8%	-9.0%	-0.3%	-0.6%	11.2%	0.4%	1.7%
COc1c(N2CCN(C(=S)NCc3ccccc3)C(C)C2)c(F)cc2c(=O)c(C(=O)O)cn(C3CC3)c12 (stereo not drawn)	95.8%[activator]	2.1%	32.9%	0.0%	nt	1.6%	-46.8%	-0.4%	-7.0%

A portion of the library; the hit share may differ from the screen's.
